# Screens from PubChem.
# NOD1 NF-kB reporter: NOD1 signaling inhibitors, primary screen, cell-based, luminescence, uHTS (AID 1578) | NOD1-driven NF-kB luciferase reporter cells, luminescence; higher % means a stronger effect | one-dose inhibition, % at 4 µM; EC50 in µM for titrated hits | 290,000 compounds, 1% hits; in the data active = inhibition mostly above about 36%, no sharp cut-off; inactive = mostly below about 34%;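 note: HEK-293T reporter cells stimulated with the NOD1 agonist gamma-tri-DAP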
# GPR55 activation: GPR55 agonists via beta-arrestin recruitment, primary screen, imaging, U2OS cells, beta-arrestin-GFP redistribution (AID 1961); activation, % at 10 µM, or EC50 in µM where a hit was titrated; U2OS GPR55 beta-arrestin-GFP redistribution imaging; higher % means a stronger effect; 290,000 compounds, 0.048% hits; G-protein coupled receptor 55 (Homo sapiens);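 active = activation above 40% with more than 50 cells counted in the well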;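 note: U2OS osteosarcoma cells stably expressing GPR55 and beta-arrestin-GFP; plate controls were DMSO negative control for no effect and LPI positive control for full effect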
# T cell HTS: modulators of CD8 T cell-vesicle binding, primary screen, mouse 2C CD8+ T cells, flow cytometry | 2C CD8+ T cell-vesicle binding; active compounds read low | calls only at 7 µM | 330,000 compounds, 0.068% hits | AID 2052, 2009;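 active = response, share of CD8 T cells binding vesicles, and their 90th percentile fluorescence all below set limits, cut at about 80% in these data, passing the limit was not always enough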
#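 Material: 2C TCR transgenic mouse naive CD8+ T cells, MACS-purified. Also added: QL9-charged Drosophila Ld/ICAM-1/B7-1 vesicles. Timing: binding 1.5 h at 37 °C. Measured by: high-throughput flow cytometry with anti-B7-1 and anti-CD8 staining. Read-out: percent CD8+ FL2 mean versus row control. Controls: Unloaded micro-vesicles (low), QL9 vesicles with 0.7% DMSO (high).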
# GPR55 antagonists: GPR55 antagonists blocking LPI-driven arrestin recruitment, primary screen, imaging, U2OS, beta-arrestin-GFP, LPI agonist (AID 2013). U2OS GPR55 beta-arrestin-GFP translocation imaging, LPI antagonism; higher % means a stronger effect. inhibition, % at 10 µM; hits with a dose series show IC50 in µM. 290,000 compounds, 0.13% hits;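 active = spots per cell inhibited over 60%, with over 100 cells counted and total cytoplasm intensity under 500,000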;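 note: U2OS cells stably carrying GPR55 and arrestin-GFP stimulated by 5 µM LPI near EC80; imaged beta-arrestin-GFP aggregate spots per cell after agonist stimulation; plate controls were LPI-stimulated DMSO wells for no effect and DMSO wells without LPI for full effect; some results filed as inactive read as strong as hits; confirmed hits need IC50 under 10 µM and bright autofluorescent wells are also inconclusive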
# KOR beta-arrestin-1: KOR agonists, beta-arrestin recruitment, primary screen, cell-based, luminescence, uHTS (AID 1777); KOR beta-arrestin recruitment, luminescence; higher % means a stronger effect; Kappa-type opioid receptor (Homo sapiens); 280,000 compounds, 0.02% hits; activation, % at 10 µM, or EC50 in µM where a hit was titrated; in the data active = activation above about 50%, passing the limit was not always enough; note: a part of the inactive calls stands beside numbers as strong as those of hits
# Myeloid diff MLP: induction of myeloid progenitor differentiation, primary screen, cell-based, flow cytometry, MLPCN library; ER-HoxA9 myeloid progenitors, lysozyme-GFP differentiation; calls only at 10 µM; 360,000 compounds, 1% hits; AID 624256, 2012;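 active = normalized GFP-positive differentiation at or above the plate's own cutoff, the solvent-only control mean plus 3 SD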;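 note: cells exposed to compound for four days before flow analysis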
# NTR1 agonist: agonists of NTR1, primary screen, imaging, U2OS cells, beta-arrestin-GFP, high content (AID 493036); NTR1-U2OS beta-arrestin-GFP spot imaging, agonist mode; activation, % at 20 µM; 330,000 compounds, 0.17% hits;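 active = activation at or above 40% of the spot to cytoplasm intensity ratio, with at least 20 cells analyzed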;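 note: 0% = DMSO without peptide and 100% = 100 nM NTR1 peptide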
# Target sequence (P30989 whole entry, looked up): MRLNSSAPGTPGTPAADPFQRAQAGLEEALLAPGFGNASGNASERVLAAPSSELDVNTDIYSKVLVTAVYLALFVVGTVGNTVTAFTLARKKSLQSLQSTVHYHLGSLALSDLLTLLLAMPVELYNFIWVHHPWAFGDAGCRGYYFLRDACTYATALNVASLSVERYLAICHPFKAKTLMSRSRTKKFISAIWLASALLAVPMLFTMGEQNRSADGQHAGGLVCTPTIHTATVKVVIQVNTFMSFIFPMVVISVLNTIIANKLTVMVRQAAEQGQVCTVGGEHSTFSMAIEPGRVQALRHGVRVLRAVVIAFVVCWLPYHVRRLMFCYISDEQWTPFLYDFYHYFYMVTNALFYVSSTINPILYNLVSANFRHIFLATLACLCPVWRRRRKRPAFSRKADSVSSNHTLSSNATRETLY
# HEK293 NOD2/NF-kB: NOD2 signaling inhibitors, cell-based, luminescence, uHTS, HEK293 (AID 1566); HEK293 NOD2/NF-kB luciferase reporter, luminescence; higher % means a stronger effect; inhibition, % at 4 µM, or EC50 in µM where a hit was titrated; 290,000 compounds, 0.63% hits; note: many of its hits are not listed in these tables
# KOR beta-arrestin-2: KOR antagonists, beta-arrestin recruitment, cell-based, luminescence, uHTS (AID 1778); inhibition, % at 10 µM, or IC50 in µM where a hit was titrated; 290,000 compounds, 0.091% hits; KOR beta-arrestin recruitment, luminescence, antagonist mode; higher % means a stronger effect; Kappa-type opioid receptor (Homo sapiens); note: strong numbers were not always called active
# T cell HTS vesicle-bound %: also measured in T cell HTS; calls as there; double positive events, %; measured here: CD8+ vesicle-bound cell fraction;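 binding gate set so that unloaded-vesicle control wells show 10% double positive cells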
# NTR1 agonist cell count 20 µM: also measured in NTR1 agonist; calls as there; cell count; measured here: cell count, cytotoxicity flag
# Myeloid diff MLP GFP+ MAC1+ %: recorded beside Myeloid diff MLP, whose call it bears; GFP+ MAC1+ double positive, %; measured here: differentiation confirmed by MAC1 staining
# An asterisk follows results filed as active; i = inactive; . = no result given; + = active, no number; [ ] = another dose, or the depositor's remark. Cut-off read from the data, not from the text of the source, unless noted: active = inhibition above about 50%; inactive = the rest. Only part of the results is shown; the hit share may differ from the screen's.
SMILES,NOD1 NF-kB reporter,GPR55 activation,T cell HTS,T cell HTS vesicle-bound %,GPR55 antagonists,KOR beta-arrestin-1,Myeloid diff MLP,Myeloid diff MLP GFP+ MAC1+ %,NTR1 agonist,NTR1 agonist cell count 20 µM,HEK293 NOD2/NF-kB,KOR beta-arrestin-2
CNC(=O)Nc1ccc(S(N)(=O)=O)cc1,-10%,0.0%,i,64,8%,1.8%,i,0.4,-0.5,55,13%,1%
O=CN1CCN(C(=O)CC(c2ccccc2)c2cc(Br)ccc2O)CC1 (configuration not stated),-19%,-0.2%,i,58,15%,0.4%,i,0.9,-0.1,68,2%,14%
CC1CN(C(=S)Nc2ccccc2C(F)(F)F)CC(C)O1 (configuration not stated),-8%,-0.2%,i,6,8%,-1.4%,i,2.3,-1.1,62,4%,13%
CC(C)(C)C1=Nn2c(nnc2-c2ccco2)SC1,21%,0.5%,i,28,-6%,-5.4%,i,0.8,-0.5,96,22%,50%
CC(SCC(=O)O)c1nc2ccccc2[nH]1 (configuration not stated),11%,0.0%,i,28,-2%,-3.4%,i,0.4,-2.7,56,27%,-6%
COC(=O)c1cc(C(=O)CC(C)C)c[nH]1,-4%,0.3%,i,32,-4%,0.7%,i,0.2,1.4,37,10%,-67%[20 µM]
Cc1ccc(NC(=O)COC(=O)CCc2ccc(S(=O)(=O)N3CCOCC3)cc2)cc1F,-15%,0.5%,i,13,-5%,0.9%,i,0.3,-1.4,38,0%,-8%
O=c1c2ccccc2nc(COc2ccccc2)n1/N=C/c1c[nH]c2ccccc12,18%,-0.2%,i,49,-8%,6.6%,i,0.7,22,48,-18%,-45%
CCOc1ccc(/C=C(\C(=O)O)c2ccc(S(=O)(=O)N3CCOCC3)s2)cc1OC,8%,-0.8%,i,50,1%,5.7%,i,0.2,0.5,55,-8%,4%
COc1cc(NS(=O)(=O)c2ccc(NC(=O)COc3ccccc3C)cc2)nc(OC)n1,-3%,-0.2%,i,63,-8%,4.8%,i,2.0,0.4,50,20%,26%
COC(=O)Cc1nnc(NC(=O)c2ccccc2)s1,13%,-0.2%,i,42,-17%,-7.3%,i,0.7,-2.1,49,-2%,-25%
O=C(C1=C[C@@H](c2ccccc2)C[C@@H](OCCCCO)O1)N1CCOCC1,26%,-0.2%,i,16,-5%,0.4%,i,1.2,-1.0,83,10%,-13%
CCCc1cc(=O)oc2c(CN(CC)CC)c(O)c(Cl)cc12,-12%,-0.1%,i,58,-5%,.,i,0.9,1.6,45,-2%,29%
CCOC(=O)C1=C(Cn2cnc3ccccc32)NC(=O)NC1c1ccc(OC)cc1 (configuration not stated),-5%,-0.2%,i,32,-3%,.,i,0.8,2.9,60,6%,.
CC(C)Cc1cc(C(=O)Nc2ccc(F)cc2F)no1,-24%,-0.3%,i,23,-8%,-3.3%,i,2.2,0.5,78,-40%,-12%
O=C(O)c1cccc(NS(=O)(=O)c2ccc3c4c(cccc24)C(=O)N3)c1,-21%,-0.2%,i,25,5%,-3.6%,i,0.9,0.6,67,1%,-17%
CCOC(=O)c1ccccc1NC(=O)c1ccc2nc[nH]c2c1,-6%,-0.1%,i,46,-4%,6.1%,i,0.6,-0.7,111,-30%,40%
Cc1ccc(C)c(NC(=S)NCCc2ccc(F)cc2)c1,-22%,-0.2%,i,58,-5%,2.1%,i,0.5,-0.7,88,-21%,16%
COc1cccc(C(=O)NC(=S)Nc2ccc3c4c(cccc24)CC3)c1,1%,-0.1%,i,41,8%,-1.6%,+,2.5*,2.1,58,8%,-17%
CCN(C(=O)COC(=O)c1ccc2[nH]c3c(c2c1)CCCC3)C1CCS(=O)(=O)C1 (configuration not stated),-25%,0.6%,i,18,8%,-8.8%,i,0.3,2.4,42,20%,3%
Cc1cccc2sc(N(CCCN(C)C)C(=O)c3nc4ccccc4s3)nc12,-36%,0.3%,i,24,2%,3.3%,i,0.7,-2.5,67,-2%,-1%
CC(=O)c1ccc(N2CCN(C(=O)CCCn3c(=S)[nH]c4cc5c(cc4c3=O)OCO5)CC2)cc1,-30%,-0.2%,i,42,24%,-2.4%,i,0.4,0.4,69,7%,28%
Cc1c(C(=O)N2CCCC2)c(S(=O)(=O)Nc2cccc(Br)c2)c(C)n1C,-24%,0.0%,i,10,9%,5.0%,i,0.9,0.6,61,-8%,-14%
COc1ccc(NC(=O)CC(=O)Nc2ccc(OC)cc2OC)c(OC)c1,-16%,-0.1%,i,32,5%,0.8%,i,2.7,-0.2,73,16%,11%
CCOC(=O)C1=C(C)N(C2CCCCC2)C(=O)C1,-2%,0.2%,i,25,-2%,-5.4%,i,0.8,0.9,49,-9%,5%
Cc1nn(CC(=O)c2ccc(Br)s2)c(C)c1[N+](=O)[O-],-6%,-0.1%,i,14,-2%,1.9%,i,0.4,0.2,52,-6%,-17%
O=c1c2ccccc2oc2nc(-c3ccco3)n(Cc3ccccc3)c(=O)c12,-8%,0.4%,i,29,-1%,3.8%,i,0.6,1.8,77,13%,14%
CCOC(=O)/C(=N\Nc1ccc(C(C)=O)cc1)c1csc(Nc2ccccc2)n1,-14%,-0.2%,i,47,5%,2.0%,+,3.0*,14,41,14%,4%
COC(=O)Nc1ccc(S(=O)(=O)N2CCCCCC2)cc1,-19%,-0.2%,i,12,-6%,-1.9%,i,8.7,-1.4,54,2%,-19%
C#CCN(Cc1ccco1)C(=O)c1cc(COc2ccc(F)cc2Cl)on1,-45%,0.5%,i,52,-10%,.,i,0.0,3.3,46,-13%,-53%[20 µM]
OCCNCc1cc(Br)ccc1OCc1ccc(Cl)cc1Cl,1%,0.5%,.,.,44%,12%,i,0.9,.,.,-14%,-54%
CC(C)NS(=O)(=O)c1ccc(OCC(=O)N(C)Cc2ccccc2)cc1,-16%,-0.1%,.,.,6%,1.7%,i,5.5,2.6,81,-15%,-9%
CCOc1ccc(S(=O)(=O)Nc2ccccn2)c2ccccc12,15%,-0.2%,i,25,-15%,0.5%,i,1.7,-0.3,52,-9%,-15%
COC(=O)Nc1ccc(S(=O)(=O)NNC(=O)c2c(O)c3ccccc3[nH]c2=O)cc1,4%,0.0%,i,60,10%,-4.4%,i,0.5,2.0,84,-23%,15%
CCCOc1ccc(C(=O)Nc2ccc3c(c2)OCCO3)cc1,-52%,-0.2%,i,45,-9%,-3.7%,i,0.3,-0.4,69,-81%,-3%
O=C1CSC(c2cn(-c3ccccc3)nc2-c2cc3ccccc3oc2=O)N1Cc1ccccc1 (configuration not stated),2%,-0.1%,i,34,1%,-6.3%,i,0.7,0.8,29,-13%,16%
CCOc1ccc2nc(NC(=O)c3cc([N+](=O)[O-])ccc3N3CCOCC3)sc2c1,10%,-0.8%,i,44,3%,7.8%,i,0.8,0.8,76,17%,-18%
CCCOc1ccc(-c2nc(=S)[nH][nH]2)cc1,-17%,-0.1%,i,29,9%,-1.4%,i,1.5,0.0,61,-55%,-2%
CCN(CC)CCN1C(=O)C(=O)/C(=C(/O)c2ccc(F)cc2)C1c1cccnc1 (configuration not stated),-9%,0.2%,i,0,10%,-1.3%,i,0.2,-0.4,80,13%,11%
NC(=O)CN1C(=O)C(=O)N(Cc2cccc(Cl)c2)C1=O,18%,0.4%,i,62,5%,-1.2%,i,0.2,1.2,75,8%,1%
O=C(NCCN1CCOCC1)/C(=C\c1ccccc1F)NC(=O)c1ccccc1,-16%,0.0%,i,0,10%,16%,i,1.3,0.3,76,4%,-15%
COc1ccc(CNC(=O)Cn2cncn2)cc1OC,-13%,0.1%,i,60,-2%,-4.4%,i,0.8,-0.7,70,16%,19%
C/C(=N\NC(=O)Cc1ccccc1)c1cccnc1,-28%,-0.2%,i,60,5%,2.3%,i,0.7,-0.1,52,-9%,-1%
O=Cc1cccc(Oc2ncccn2)c1,-35%,0.4%,i,2,7%,0.7%,i,0.7,2.2,58,-7%,-22%
CN(C)C(=O)CN1CCN(Cc2nc(CC3CC3)no2)CC1,-13%,0.0%,i,30,2%,-0.1%,i,0.2,1.8,62,-6%,-4%
CC(=O)Nc1ccc(NC(=O)CCCSc2nc3ccccc3[nH]2)cc1,3%,0.9%,i,37,-3%,.,i,0.9,1.5,62,-11%,20%
Clc1cccc(OCc2nnc(-c3ccccc3Br)o2)c1,-16%,0.5%,i,12,-15%,-3.5%,i,0.8,1.5,47,-38%,-9%
COc1ccc2[nH]c(=O)c(CN(C(=O)c3ccccn3)c3ccccc3)cc2c1,-16%,-0.1%,i,31,-8%,5.1%,i,1.0,-0.9,71,1%,15%

# Some values from the list:
# KOR beta-arrestin-2, O=Cc1cccc(Oc2ncccn2)c1 is entered as -22%
# T cell HTS vesicle-bound %, CC(=O)Nc1ccc(NC(=O)CCCSc2nc3ccccc3[nH]2)cc1 is entered as 37

# (more compounds)
SMILES,NOD1 NF-kB reporter,GPR55 activation,T cell HTS,T cell HTS vesicle-bound %,GPR55 antagonists,KOR beta-arrestin-1,Myeloid diff MLP,Myeloid diff MLP GFP+ MAC1+ %,NTR1 agonist,NTR1 agonist cell count 20 µM,HEK293 NOD2/NF-kB,KOR beta-arrestin-2
CC(NC(=O)c1ccc(Cl)c(Cl)c1)c1ccc(-c2ccccc2)cc1 (configuration not stated),-2%,0.0%,i,41,11%,2.8%,i,0.4,0.5,52,11%,18%
O=C(CNC(=O)c1ccc(Br)cc1)c1ccccc1,-60%,1.0%,i,60,0%,-3.9%,i,0.5,-1.9,63,-31%,-16%[20 µM]
CS(=O)(=O)c1ccc(C(=O)Nc2ccccc2Cl)cc1,12%,-0.4%,i,44,10%,3.5%,i,0.4,-1.2,37,-16%,-5%
CC(=O)c1ccc2c3c(ccc(O)c13)CC2,32%,-0.2%,i,35,-2%,-12%,i,4.0,0.2,54,0%,-22%
COc1ccc(C2=C(C=Nc3c(C)n(C)n(-c4ccccc4)c3=O)C(c3ccccc3C)c3ccccc3O2)cc1OC (configuration not stated),17%,-0.1%,i,44,4%,-1.1%,i,0.6,7.9,57,4%,14%
Cc1cc(C)c(O)c(-c2cc(C(=O)Nc3c(C)n(C)n(-c4ccccc4)c3=O)[nH]n2)c1,1%,-0.1%,i,26,2%,3.5%,i,0.5,0.2,58,8%,5%
